Assay outcomes: PubChem, several laboratories
HPDE-C7 cytotoxicity: cytotoxicity in HPDE-C7 cells, cell-based, fluorescence, HTS (AID 430) | 63,000 compounds, 1.8% hits | one-dose cytotoxicity, % at 10 µM; EC50 in µM for titrated hits | HPDE-C7 pancreatic duct cells viability, fluorescence; higher % means a stronger effect;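 also: cells exposed to compound for 48 hours before viability readout; 0% = vehicle and 100% = reference cytotoxic drug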
Bfl-1 inhibitors: Bfl-1 inhibitors, primary screen, biochemical, fluorescence polarization, FITC-Bid, mouse (AID 432); FITC-Bid BH3 peptide fluorescence polarization displacement; higher % means a stronger effect; displacement, % at 20 µM, or IC50 in µM where a hit was titrated; 64,000 compounds, 0.02% hits; in the data active = a potency from the dose series; inactive = the rest, 99 in 100 with displacement below about 15%; also: strong numbers were not always called active
Spn MK inh: inhibitors of Streptococcus pneumoniae mevalonate kinase | AID 555 | 65,000 compounds, 0.48% hits | purified MK, PK/LDH-coupled NADH absorbance 340 nm | inhibition, % at 10 µM;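 active = ranked among the strongest by inhibition in the single 10 µM screen, a fixed top-ranked set picked for dose follow-up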; also: no value below 0 was filed
PMK inhibit: blocks S. pneumoniae phosphomevalonate kinase. purified PMK, PK/LDH-coupled NADH absorbance 340 nm. inhibition, % at 10 µM. 65,000 compounds, 0.49% hits;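 active = top-ranked compounds by inhibition in the single 10 µM screen, taking a fixed number of the strongest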;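 also: 0% = full reaction with DMSO carrier and 100% = background rate without enzyme reaction; no value below 0 was filed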
HPDE-C7K KRASV12: cytotoxicity in KRAS-transformed pancreatic duct cells, primary screen, cell-based, fluorescence, HTS (AID 431). HPDE-C7K KRASV12 cells, Alamar Blue viability, 48 h; higher % means a stronger effect. one-dose cytotoxicity, % at 10 µM; EC50 in µM for titrated hits. 63,000 compounds, 1.7% hits;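 active = compounds whose percent cytotoxicity in the single-dose primary screen, scaled between solvent and toxic-drug controls, exceeds 50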;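 also: 0% = DMSO solvent wells and 100% = doxorubicin-treated wells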
Spn DPM-DC inh: inhibitors of Streptococcus pneumoniae diphosphomevalonate decarboxylase | AID 556 | calls only at 10 µM | 65,000 compounds, 0.49% hits | purified DPM-DC, PK/LDH coupled NADH fluorescence;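 active = the 320 compounds with the highest percent inhibition in the single-dose primary screen, excluding strongly autofluorescent ones, cut at about 32% in these data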;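 also: kinetic rate of NADH fluorescence loss reporting ADP formed by the decarboxylase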
LYP phosphatase: inhibition of human PTPN22 tyrosine phosphatase – biochemical, DiFMUP fluorescence, recombinant catalytic domain, 10 µM, primary screen (AID 606); recombinant LYP catalytic domain, DiFMUP fluorescence; higher % means a stronger effect; inhibition, % at 10 µM; hits with a dose series show IC50 in µM; 52,000 tested, under 10 active;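 active = IC50 under 40 µM in the dose-response test; inactive = IC50 of 40 µM or more, or never dose-tested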
HT1080 cytotoxicity: cytotoxicity in HT1080 fibrosarcoma cells, cell-based, fluorescence readout (AID 620); HT1080 viability, fluorescence; higher % means a stronger effect; one-dose cytotoxicity, % at 10 µM; EC50 in µM for titrated hits; 87,000 compounds, 0.42% hits;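 also: cells exposed to compound overnight then 4 h with Alamar Blue; 0% = vehicle DMSO and 100% = killing control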
Alkaline phosphatase: inhibition of tissue-nonspecific alkaline phosphatase – biochemical, luminescent (AID 518); purified TNAP enzyme, luminescent substrate readout; higher % means a stronger effect; one-dose inhibition, % at 20 µM; IC50 in µM for titrated hits; 64,000 compounds, 0.09% hits; in the data active = a potency from the dose series; inactive = the rest, 99 in 100 with inhibition below about 22%;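 also: plate controls were vehicle for no effect and reference inhibitor for full effect; many of its hits are not listed in these tables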
PMK inhibit pilot replicates: second read-out of PMK inhibit, no call of its own (marks repeat the call); inhibition, %; measured here: pilot screen replicates
Spn MK inh pilot replicates: recorded beside Spn MK inh, whose call it bears; inhibition, %; measured here: pilot screen replicates
Spn DPM-DC inh pilot screen %: second read-out of Spn DPM-DC inh, no call of its own (marks repeat the call); inhibition, %; measured here: pilot screen trials
Numbers without * were called inactive; i = inactive; nt = not tested or not shown. Rule as the data show it, unless noted: active = cytotoxicity above about 50%; inactive = the rest.

SMILES | HPDE-C7 cytotoxicity | Bfl-1 inhibitors | Spn MK inh | PMK inhibit | HPDE-C7K KRASV12 | Spn DPM-DC inh | LYP phosphatase | HT1080 cytotoxicity | Alkaline phosphatase | others
CCOC(=O)N1CCC(NC(=O)c2cnn3c(C(F)(F)F)cc(-c4cccc(OC)c4)nc23)CC1 | -8% | -11% | 12 | 3 | -14% | nt | nt | 9% | 8%
O=C(NCc1ccco1)c1cnn2c(C(F)(F)F)cc(-c3ccccc3)nc12 | -3% | -4% | 0 | 0 | 8% | i | 10% | 9% | 3%
CC(C)(C)OC(=O)N1CCCC1C(=O)N1CCCC1C(=O)N1CCCC1C(=O)O (configuration not stated) | -20% | 6% | i | 4 | 4% | i | -2% | 7% | 17% | PMK inhibit pilot replicates=2.0;Spn MK inh pilot replicates=0.5;Spn DPM-DC inh pilot screen %=1.0
O=C(c1ccco1)N1CCN(c2ncnc3scc(-c4cccs4)c23)CC1 | 1% | 3% | 7 | 4 | 8% | i | 2% | 7% | 1%
O=C1c2ccccc2C(Nc2cccnc2)N1Cc1ccc2c(c1)OCO2 (configuration not stated) | -1% | 2% | 2 | 2 | -9% | i | 1% | 0% | 9%
CCn1cc(C(=O)NCCCN2CCC(C)CC2)c(=O)c2cc(S(=O)(=O)N3CCCC3)ccc21 | -7% | -8% | 6 | 9 | -2% | i | 0% | 13% | 11%
COc1ccccc1NC(=O)C1=C(C)Nc2nc(-c3ccc(N(C)C)cc3)nn2C1c1ccncc1 (configuration not stated) | -4% | 5% | nt | 3 | 7% | i | 1% | -6% | 4%
COc1cc(C2NC(=O)NC(O)(C(F)(F)F)C2C(=O)c2cccs2)ccc1O (configuration not stated) | -2% | 1% | 3 | 17 | -14% | i | nt | nt | 9%
O=C(NCCNC(=O)c1ccc(Br)o1)c1ccc(Br)o1 | 1% | -5% | 9 | 8 | -12% | i | nt | 3% | 10%
COC(=O)c1oc2ccc(Br)cc2c1NC(C)=O | 13% | -9% | 6 | 0 | 14% | i | 9% | 0% | 17% | PMK inhibit pilot replicates=1.5;Spn MK inh pilot replicates=0.5;Spn DPM-DC inh pilot screen %=1.0
Cc1ccc2oc3c(c(=O)c2c1)C(c1cccc(Br)c1)N(Cc1ccco1)C3=O (configuration not stated) | -14% | 0% | 16 | 0 | 0% | i | -3% | -3% | 10%
O=C(Oc1ccc(-c2nc(-c3ccccn3)no2)cc1)c1ccccc1 | -12% | 2% | 9 | 7 | -4% | i | -1% | nt | 4%
CC(=O)N1CCCc2cc(S(=O)(=O)NC(C(=O)NC(C)c3ccccc3)C(C)C)ccc21 (configuration not stated) | -10% | -8% | 11 | 11 | -10% | i | -3% | -7% | 5%
CCC(C)N1C(=O)C2C(C(=O)Nc3cccc(OC)c3)C3C=CC2(O3)C1C(=O)NC1CCCCC1C (configuration not stated) | -10% | -6% | 3 | 11 | -12% | i | 10% | 4% | 6%
COc1cc(C2Nc3ccc4ncccc4c3C3=C2C(=O)CCC3)ccc1O (configuration not stated) | 45% | -5% | 5 | 19 | 26% | i | 12% | 26% | 2%
c1ccc(-c2nnc3sc(-c4csc5c4CCCC5)nn23)cc1 | 75%* | -4% | 0 | 12 | 72%* | i | nt | -14% | 3%
CCc1nn(CC(=O)O)c(=O)c2ccccc12 | -13% | 1% | 11 | 3 | -18% | i | 13% | -6% | 7%
Cn1c(=O)n(C)c(=O)n(CC(=O)N2CCCCC2)c1=O | -7% | 0% | 7 | 0 | 0% | i | nt | -2% | 0%
CCOc1ccccc1N1CCN(S(=O)(=O)CC)CC1 | 9% | 0% | 7 | 7 | 2% | i | 6% | 1% | 6%
Cc1c(NC(=O)CSc2nnc3sc4ccccc4n23)c(=O)n(-c2ccccc2)n1C | -12% | 8% | 1 | 14 | -4% | i | -1% | 2% | 5% | PMK inhibit pilot replicates=2.0;Spn MK inh pilot replicates=0.0;Spn DPM-DC inh pilot screen %=0.5

Next section; it opens with the two that closed the last part.
SMILES | HPDE-C7 cytotoxicity | Bfl-1 inhibitors | Spn MK inh | PMK inhibit | HPDE-C7K KRASV12 | Spn DPM-DC inh | LYP phosphatase | HT1080 cytotoxicity | Alkaline phosphatase | others
CCOc1ccccc1N1CCN(S(=O)(=O)CC)CC1 | 9% | 0% | 7 | 7 | 2% | i | 6% | 1% | 6%
Cc1c(NC(=O)CSc2nnc3sc4ccccc4n23)c(=O)n(-c2ccccc2)n1C | -12% | 8% | 1 | 14 | -4% | i | -1% | 2% | 5% | PMK inhibit pilot replicates=2.0;Spn MK inh pilot replicates=0.0;Spn DPM-DC inh pilot screen %=0.5
CCN=C1SC(C(=O)Nc2ccc(Cl)c(Cl)c2)CC(=O)N1CC (configuration not stated) | -11% | -2% | 4 | 0 | -2% | i | -5% | -1% | 3%
COc1cccc(N(C(=O)Cn2nnc3ccccc32)C(C(=O)NCc2ccco2)c2cccnc2)c1 (configuration not stated) | 25% | -6% | 5 | 0 | 12% | i | -3% | -5% | 3%
CC(C)(C)Nc1nc(C(N)=O)nc(N2CCOCC2)n1 | nt | nt | 0 | 9 | nt | i | 10% | 17% | nt
Cn1c(=O)c2cn(Cc3ccc(Cl)cc3)cc2n(C)c1=O | -7% | 3% | 3 | 6 | -18% | i | -5% | 8% | 10%
COCCn1c(COc2ccc(Cl)cc2)nnc1SCC(N)=O | -14% | -4% | 10 | 4 | -3% | i | 0% | -3% | 15% | PMK inhibit pilot replicates=1.5;Spn MK inh pilot replicates=0.0;Spn DPM-DC inh pilot screen %=0.0
CCN(CC)S(=O)(=O)c1ccc2c(c1)c(=O)c(C(=O)NCCOC)cn2C | -14% | -1% | 4 | 0 | 5% | i | 4% | 9% | 20% | PMK inhibit pilot replicates=2.5;Spn MK inh pilot replicates=0.0;Spn DPM-DC inh pilot screen %=0.5
CCOC(=O)C1=C(N)N(c2ccc(N3CCCCC3)cc2)C(=O)C1 | 13% | -2% | 6 | 18 | 7% | i | 1% | 18% | 3%
CCOc1cccc(-c2nn3c(-c4ccccn4)nnc3s2)c1 | 5% | -6% | 0 | 6 | 0% | i | 3% | -14% | 7%
COc1cc(C(=O)Oc2c(CN3CCOCC3)cc(Cl)c3cccnc23)cc(OC)c1OC | 29% | -6% | 2 | 6 | 18% | i | 13% | nt | 5%
COc1ccccc1NC(=O)CNC(=O)c1ccc(F)cc1 | -4% | -4% | 0 | 4 | 1% | i | 5% | 0% | 4%
O=C(Nc1ccccc1C(=O)N1CCOCC1)c1ccncc1 | -8% | 10% | 6 | 3 | 1% | i | 0% | 12% | 3% | PMK inhibit pilot replicates=2.5;Spn MK inh pilot replicates=2.5;Spn DPM-DC inh pilot screen %=2.5
Cc1cccc(NC(=O)C2CCN(S(=O)(=O)c3cccs3)CC2)n1 | -6% | -1% | 1 | 0 | -5% | i | 8% | nt | 7%
Cn1c(SCc2ccc(F)cc2)nnc1-c1cccs1 | -31% | 7% | 0 | 13 | -35% | i | 8% | 11% | 12%
COc1ccc(C)cc1NC(=O)C1CCCN1S(=O)(=O)c1ccc2c(c1)CCC(=O)N2 (configuration not stated) | 0% | 1% | 16 | 0 | 4% | i | 12% | -6% | 6%
Cc1occc1C(=O)Nc1nn[nH]n1 | -14% | 2% | 0 | 18 | -5% | i | 4% | nt | 4%
Cn1c(=O)c2c(nc(-n3ccnc3)n2Cc2ccc(Cl)cc2Cl)n(C)c1=O | -11% | 7% | 8 | 15 | -2% | i | 6% | 2% | 31%
CCCCn1nc(CC(=O)O)c2ccccc2c1=O | -7% | -9% | 4 | 3 | -4% | i | -7% | nt | 10%
COc1nc(C#N)c(N2CCOCC2)o1 | -9% | 1% | 11 | 0 | -6% | i | 4% | -9% | 8%
CN(C(=O)c1ccncc1)C1CC(C)(C)N(O)C(C)(C)C1 | 2% | -5% | 0 | 8 | -4% | i | 7% | 3% | 10% | PMK inhibit pilot replicates=3.5;Spn MK inh pilot replicates=2.0;Spn DPM-DC inh pilot screen %=0.0
O=C(NC1CCCCC1)c1ccc(Cn2cc(Br)cn2)o1 | -7% | -8% | 1 | 4 | -13% | i | -5% | -3% | 3%
O=c1c2ccccc2nnn1CSc1nnc(Nc2ccccc2)s1 | -7% | 2% | 9 | 10 | -2% | i | -10% | 5% | 12%
CCCNC(=O)c1cc(SC)ccc1Cl | 2% | -5% | 7 | 6 | -2% | i | 6% | -2% | 6%
Oc1ccc(N=Cc2ccc(O)c(O)c2)cc1 | 18% | 3% | 7 | 0 | 27% | i | -4% | -5% | 4%
COc1cccc(NC(=O)n2nc(N)cc2-c2ccc(Cl)cc2)c1 | -14% | 1% | 3 | 3 | -10% | i | 1% | 2% | 11%
CC1CCC2(CC1)NC(=O)N(Cc1nc(-c3ccccc3)no1)C2=O (configuration not stated) | -7% | -5% | 0 | 5 | -4% | i | nt | 1% | 6%
Cc1[nH]c2ccc(F)cc2c(=O)c1SC(F)(F)C(F)F | -10% | 0% | 7 | 14 | -5% | i | nt | -1% | 7%
COc1cccc(C(=O)n2cnnc2N)c1OC | 7% | -4% | 10 | 0 | 8% | i | 0% | -6% | 11% | PMK inhibit pilot replicates=0.5;Spn MK inh pilot replicates=0.5;Spn DPM-DC inh pilot screen %=1.0
Cn1c(Cn2c(=O)sc3ccccc32)nnc1SCC(=O)Nc1cccc(Cl)c1 | 4% | -4% | 3 | 5 | 1% | i | nt | 4% | 7%
Cc1cc2cc(CNC(=O)c3ccc(Br)o3)ccc2n1C | -2% | 9% | 2 | 11 | 8% | i | 16% | nt | 10%
O=C(c1cc(N2CCCCC2)nc2ccccc12)N1CCOCC1 | 12% | -4% | 2 | 7 | 1% | i | -6% | -2% | 12%
Cc1coc(NC(=O)CSc2nc(-c3ccncc3)cc(C(F)(F)F)c2C#N)n1 | 1% | -6% | 2 | 7 | 5% | i | 6% | 1% | 16% | PMK inhibit pilot replicates=1.5;Spn MK inh pilot replicates=0.0;Spn DPM-DC inh pilot screen %=5.0
COc1cc(NC(=O)C23CC4CC(C2)CC(n2nnc(C)n2)(C4)C3)c(OC)cc1Cl | 12% | -2% | 8 | 17 | 10% | i | nt | 18% | 11%
Cn1c(Cn2c(=O)sc3ccccc32)nnc1SCC(=O)Nc1cccc(F)c1 | -3% | 0% | 4 | 4 | -5% | i | -2% | -2% | 8%
CCOC(=O)NC(=O)CN1C(=O)NC(C)(c2ccccc2)C1=O (configuration not stated) | -16% | -4% | 2 | 6 | -7% | i | 1% | -10% | 6%
O=C1c2ccccc2C(=O)N1CCCc1nc2ccccc2c(=O)n1-c1cccnc1 | -11% | 0% | 9 | 9 | -12% | i | nt | -4% | 11%
Cc1ccc(-n2nnnc2SCC(=O)c2cc(C)n(-c3cc(C)on3)c2C)c(C)c1 | -13% | 5% | 0 | 10 | -27% | i | -1% | -3% | 5%
